From PubChem BioAssay
UTI89 phage lysis – inhibition of K1F phage lysis, E. coli UTI89, bacterial capsule biogenesis inhibitors, alamar blue (AID 488966). E. coli UTI89 K1F phage lysis, alamar blue, 2 h; higher % means a stronger effect. inhibition, % at 100 µM, or IC50 in µM where a hit was titrated. 340,000 compounds, 0.02% hits;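 active means phage lysis inhibition, versus mean bacterial control, above a set limit; inconclusive means no clear call, values can overlap the other calls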;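 further: capsule biogenesis inhibitors block K1F phage lysis so surviving cells raise fluorescence; higher fluorescence means more inhibition of phage lysis; actives were called in the ten point dose series up to 300 µM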
TNAP activation fold – stimulation of alkaline phosphatase TNAP activity – biochemical, luminescent, no phosphate acceptor, uHTS, primary screen (AID 1001); purified TNAP, luminescent activation assay, no phosphate acceptor; higher activation fold means a stronger effect; 200,000 compounds, 0.03% hits; one-dose activation fold at 20 µM; EC50 in µM for titrated hits; in the data active means activation fold from about 3, or a potency from the dose series; inactive means the rest, 99 in 100 with activation fold below about 1.6; further: many of its hits are not listed in these tables
RSV antiviral HEp-2 – inhibition of RSV-induced cytopathic effect – HEp-2 cells, primary 10 µM value included (AID 2391) | HEp-2 cells, RSV-induced CPE inhibition; higher % means a stronger effect | CPE inhibition, % at 10 µM; hits with a dose series show IC50 in µM | 310,000 compounds, 0.13% hits; in the data active means a potency from the dose series; inconclusive means CPE inhibition mostly from about 23% at the one dose, without a potency; inactive means the rest, 99 in 100 with CPE inhibition below about 21%; further: strong numbers were not always called active
human PMI inhibitors – human PMI inhibitors, high substrate, primary screen, biochemical, fluorescence intensity, high mannose 6-phosphate (AID 1220). inhibition, % at 20 µM; hits with a dose series show IC50 in µM. 190,000 compounds, 0.66% hits. recombinant PMI enzyme, coupled fluorescence intensity; higher % means a stronger effect
T cell HTS – T cell immune modulators affecting CD8 T cell-vesicle binding. calls only at 7 µM. AID 2052. 2C CD8+ T cell-vesicle binding, flow cytometry; hits give low values. 330,000 compounds, 0.068% hits;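 active means response, share of CD8 T cells binding vesicles, and their 90th percentile fluorescence all below set limits, cut at about 80% in these data, passing the limit was not always enough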
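Assay system: 2C TCR transgenic mouse naive CD8+ T cells, MACS-purified | Read-out: CD8+ gate FL2 mean fluorescence as % of same-row positive control | Signal: High-throughput flow cytometry with anti-B7-1 and anti-CD8 staining | Timing: Binding step 1.5 h, 37 °C, antibody labelling 20 min, ice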
M1AAP inhibition – malaria alanyl aminopeptidase activity blockers – biochemical, fluorogenic H-Leu-NHMec substrate, 1536-well (AID 1445). 220,000 compounds, 0.42% hits. recombinant M1AAP, H-Leu-NHMec fluorogenic kinetic assay; higher % means a stronger effect. inhibition, % at 30 µM; hits with a dose series show IC50 in µM;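 active means primary inhibition above the hit cutoff, then over 50% inhibition at one or more dose response concentrations, cut at about 23% in these data, passing the limit was not always enough; inconclusive means conflicting primary data, or primary hits not chosen for dose response; inactive means low primary inhibition, or under 50% at every dose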;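 further: plate controls were DMSO full reaction for no effect and no enzyme background for full effect; strong numbers were not always called active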
West Nile antiviral – West Nile virus antiviral activity, cell-based, CPE readout (AID 1621). West Nile virus-infected cells, CPE inhibition; higher % means a stronger effect. CPE inhibition, % at 10 µM, or IC50 in µM where a hit was titrated. 290,000 compounds, 0.02% hits; in the data active means a potency from the dose series; inconclusive means CPE inhibition mostly from about 3.7% at the one dose, without a potency; inactive means the rest, 99 in 100 with CPE inhibition below about 2.2%; further: strong numbers were not always called active
PMI inhibitors – inhibitors of human PMI, primary screen, biochemical, fluorescence intensity, coupled assay (AID 1209) | purified PMI enzyme, coupled fluorescence intensity; higher % means a stronger effect | inhibition, % at 20 µM, or IC50 in µM where a hit was titrated | 190,000 compounds, 0.42% hits;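 further: plate controls were DMSO vehicle for no effect and wells lacking substrate for full effect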
M17LAP inhibition – P. falciparum M17LAP inhibitors, primary screen, biochemical, fluorogenic H-Leu-NHMec substrate, 1536-well (AID 1619) | recombinant M17LAP, H-Leu-NHMec fluorogenic kinetic assay; higher % means a stronger effect | inhibition, % at 30 µM, or IC50 in µM where a hit was titrated | 220,000 compounds, 0.38% hits;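 active means compound inhibiting the enzyme by more than half at any dose during confirmatory dose-response retesting; inconclusive means strong single-dose inhibitors picked by rank but not retested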;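 further: plate controls were full reaction with DMSO carrier for no effect and no enzyme background for full effect; strong numbers were not always called active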
T cell HTS vesicle-bound % – second read-out of T cell HTS, no call of its own (marks repeat the call); double positive events, %; measured here: CD8+ vesicle-bound cell fraction;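 binding gate set so that unloaded-vesicle control wells show 10% double positive cells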
* hit, by the source's call; i = inactive; u = inconclusive; x = not tested or not shown; [ ] = dose if it differs, or a comment. Unless noted, no stated cut-off is given here; in the data, active means inhibition above about 50%; inactive means the rest.

Values run as follows: UTI89 phage lysis	TNAP activation fold	RSV antiviral HEp-2	human PMI inhibitors	T cell HTS	T cell HTS vesicle-bound %	M1AAP inhibition	West Nile antiviral	PMI inhibitors	M17LAP inhibition
- S=C1CCSc2ccc(Cl)cc2N1
→ 3.1%	1.1	x	6%	x	x	-1%	x	-2%	-7%
- COc1ccc(CNC(=O)CSc2nnc(C(F)(F)F)n2C)cc1
→ 0.8%	1.1	1.6%	-3%	i	43	6%	2.1%	-3%	8%
- CCOC(=O)C1CCN(C(=O)Nc2ccc3nccnc3c2)CC1
→ 0.7%	1.1	1.1%	50%	i	57	2%	0.0%	8%	-57%
- O=C(c1ccco1)N1N=C(c2ccc(Br)cc2)CC1(O)C(F)(F)F (stereo not drawn)
→ -0.2%	1	-0.6%	0%	i	26	-1%	-1.4%	-1%	-3%
- Cc1cnc(C(=O)OC(C(=O)Nc2cc(C(F)(F)F)ccc2Cl)c2ccccc2)cn1 (stereo not drawn)
→ 0.3%	x	1.4%	x	i	58	x	-0.4%	x	x
- O=C(CSc1ccccc1)N1CCCC(Nc2ccccc2)C1 (stereo not drawn)
→ 0.2%	x	2.0%	x	i	21	x	-0.3%	x	x
- COc1ccccc1/C=C\C=N\n1c(-c2ccc(Cl)cc2)n[nH]c1=S
→ -6.4%	0.6	0.8%	13%	i	30	-2%	-0.5%	11%	4%
- CC(C)NS(=O)(=O)c1ccc2c(c1)NCC2
→ 1.8%	1.2	1.9%	-3%	i	38	2%	-0.3%	-2%	11%
- COc1ccc(N2CCN(C(=O)c3cc(C)on3)CC2)cc1
→ 0.0%	x	2.0%	x	i	19	x	0.5%	x	x
- CCN(Cc1cc(=O)n2ccsc2n1)c1cccc2ccccc12
→ -0.2%	1.1	u	67%*	i	40	6%	-1.1%	39%	8%
- Cc1ccc(NC(=O)C2(N(CC(C)C)C(=O)Cn3nnnc3N)CCCCC2)cc1
→ 0.1%	1.1	0.9%	-2%	i	25	7%	-0.5%	2%	1%
- COc1cc(CN2CCN(C(c3ccccc3)c3ccccc3)CC2)cc(OC)c1OC
→ -0.1%	x	4.3%	x	i	57	x	-0.9%	x	x
- CCN(C(=O)CN1C(=O)S/C(=C\c2ccc(F)cc2)C1=O)C1CCS(=O)(=O)C1 (stereo not drawn)
→ 0.0%	x	1.3%	x	i	13	x	-0.1%	x	x
- Nc1cccc(S(=O)(=O)c2cccc(N)c2)c1
→ 1.4%	1.1	1.4%	1%	i	38	0%	x	1%	4%
- O=C(O)c1cccc(Oc2ncnc3sc4c(c23)CCCC4)c1
→ -0.5%	1	2.4%	-6%	i	8	4%	-0.1%	-18%	59%
- COC(=O)c1c(C(=O)OC)c(-c2ccc(OC)cc2)n2c1CS(=O)(=O)C2
→ 0.1%	x	0.5%	x	i	52	x	-0.4%	x	x
- CCOC(=O)C1=C(C)N(CC(C)C)C(=O)C1
→ 0.9%	1.1	0.2%	6%	i	33	2%	-0.6%	9%	3%
- COC(=O)[C@@]1(Cc2ccc(OC)cc2)[C@H]2c3cc(C(=O)N(C)C)n(CCc4ccc(OC)c(Br)c4)c3C[C@H]2CN1C(=O)c1ccccc1
→ x	1.1	2.4%	10%	i	46	11%	x	6%	3%
- Cc1ccc(N2CCN(C(=S)Nc3ccc(Cl)cc3)CC2)cc1
→ 0.1%	x	3.4%	x	i	55	x	-0.4%	x	x
- CCOC(=O)C1=C(CN2CCCCC2)NC(=O)NC1c1cc(C)ccc1C (stereo not drawn)
→ -0.6%	1	-0.8%	-9%	i	55	4%	0.2%	-9%	4%
- CCc1ccccc1NC(=O)CN(C)Cc1c(O)ccc2ccccc12
→ 0.0%	x	-0.1%	x	i	21	x	0.0%	x	x
- CCOC(=O)c1sc(NC(=O)c2ccc(=O)[nH]c2)nc1C
→ -0.1%	x	2.9%	x	i	18	x	-0.1%	x	x
- Cc1cc(N=Cc2c(O)n(-c3ccc4c(c3)OCO4)c(=O)c3ccccc23)ccn1
→ 0.1%	1	3.9%	4%	i	37	2%	0.9%	13%	-174%
- CCOC(=O)CSc1nc2sc(C)c(C)c2c(=O)n1C
→ -0.2%	1.1	-2.5%	17%	i	23	12%	0.0%	20%	17%
- COc1cc(C2N(c3ccccc3)CCN2c2ccccc2)ccc1OC(C)=O
→ -0.1%	1	-0.8%	-4%	i	18	4%	0.6%	-10%	-10%
- O=C(CN1C(=O)CSc2ccccc21)Nc1ccc2c(c1)OCCO2
→ 3.5%	1.1	3.8%	4%	x	x	12%	-0.2%	6%	13%
- O=C(OCCOc1ccc(Br)cc1)c1cnccn1
→ 13%	1.1	0.0%	-4%	i	18	9%	-0.3%	1%	7%
- COc1ccc(Cc2nnc(N)s2)cc1
→ 0.1%	1	-0.1%	-10%	i	65	-8%	0.3%	-12%	-8%
- CCOc1cccc(/C(O)=C2/C(=O)C(=O)N(Cc3cccnc3)C2c2ccco2)c1 (stereo not drawn)
→ 0.4%	1	0.6%	-67%	i	38	15%	0.1%	-35%	25%
- CCn1cc(C(=O)NCCCN(CC(C)C)CC(C)C)c(=O)c2cc(S(=O)(=O)N(C)C3CCCCC3)ccc21
→ -0.2%	x	-1.7%	x	i	15	x	0.3%	x	x
- COCCNC(=O)CN(Cc1cccs1)C(=O)CCC(=O)Nc1nccs1
→ 2.8%	1.1	-1.0%	-8%	i	58	-2%	0.0%	-8%	-5%
- COc1ccc(CNC(=O)c2cnn3c(C(F)F)cc(C)nc23)cc1OC
→ 0.3%	1.2	0.2%	16%	i	32	10%	-0.4%	15%	-14%
- COc1cccc(/C=N/n2nnnc2N)c1OCc1ccccc1Cl
→ 0.2%	0.9	1.3%	-1%	i	30	10%	-0.1%	2%	2%
- Cn1ccnc1-c1nnn(-c2ccc(F)cc2)n1
→ 0.8%	x	-0.5%	x	i	40	x	-0.5%	x	x
- COc1ccc(C(=O)NNC(=O)Cn2nnc(-c3ccc(OC)c(OC)c3)n2)cc1
→ 0.3%	1.8	0.5%	-1%	i	60	0%	-0.3%	-1%	-1%
- O=C(N/N=C/c1ccc2nccnc2c1)c1ccc(Br)cc1
→ x	x	3.0%	x	i	50	0%	0.3%	x	-13%
- COc1ccc(CCNC(=O)Cn2cc(C(F)(F)F)cc(Cl)c2=O)cc1OC
→ 3.6%	1.1	2.1%	3%	i	15	3%	-0.9%	-4%	-19%
- COC(=O)CC1C(=O)NCCN1C(=S)NC(=O)c1ccccc1[N+](=O)[O-] (stereo not drawn)
→ 1.8%[50 µM]	1	1.0%	-6%	i	24	8%	-0.6%	7%	0%
- COc1cc(C(=O)NCc2nnc(SCC(=O)Nc3cccc(C)c3)o2)cc(OC)c1OC
→ 1.0%	1.2	1.1%	-3%	i	32	-3%	-0.5%	4%	7%
- CC(C)N(C(=O)COC(=O)c1cncc(Br)c1)C(C)C
→ 0.1%	1.1	2.0%	9%	i	58	-1%	-0.2%	8%	4%
- O=C(NN1C(=O)c2ccccc2NC1c1ccco1)c1ccc([N+](=O)[O-])cc1 (stereo not drawn)
→ -0.5%	1.1	0.2%	-3%	i	13	9%	-0.3%	-9%	27%
- C[C@@H](c1ncncc1F)[C@](O)(Cn1cncn1)c1ccc(F)cc1F
→ x	1	x	-3%	x	x	0%	-0.1%	4%	-3%
- O=C(NCc1ccccn1)C1CC(c2ccc(F)cc2)=NO1 (stereo not drawn)
→ 0.3%	1.2	1.4%	4%	i	37	5%	0.1%	3%	7%
- CSc1cccc(NC(=O)C2CCN(S(C)(=O)=O)CC2)c1
→ 3.2%	1.1	3.5%	6%	x	x	-1%	-0.2%	7%	4%
- O=C(CN1CCN(c2ccc(F)cc2)CC1)Nc1nccs1
→ 0.1%	x	1.6%	x	i	65	x	0.0%	x	x
- O=C(NC(C(=O)N/N=C/c1cccc2ccccc12)c1n[nH]c(=O)c2ccccc12)c1ccccc1 (stereo not drawn)
→ 1.9%	1	8.5%	20%	i	62	3%	-0.2%	22%	-1%
- CC(C(=O)Nc1ccc2c(c1)OCCO2)N1CCN(C(=O)c2ccco2)CC1 (stereo not drawn)
→ 0.1%	1.1	1.8%	-8%	i	18	1%	-0.1%	-6%	3%
- COC(=O)c1ccc(NC(=S)NC2CCCCC2C)cc1 (stereo not drawn)
→ -10%	1.1	7.9%	10%	i	41	0%	-0.4%	15%	8%
- Cn1c(/C=C/c2ccc(Cl)cc2Cl)c([N+](=O)[O-])c(=O)n(C)c1=O
→ 0.6%[50 µM]	x	44%	x	i	8	x	2.7%	x	x
- Cc1ccc(NCc2nnc(SCCN3CCCCC3)n2CC2CCCO2)cc1Cl (stereo not drawn)
→ 0.3%	1	-1.5%	16%	i	6	-4%	0.5%	14%	-1%
- Clc1ccc(COc2ccccn2)cc1Cl
→ 4.6%	1.1	1.9%	-1%	i	42	0%	0.1%	2%	10%
- O=C(O)c1sccc1Oc1ccc(NS(=O)(=O)c2ccccc2)cc1
→ 0.1%	x	1.4%	x	i	8	x	0.1%	x	x
- CCCOC(=O)c1ccc(NC(=O)C2CCCO2)cc1 (stereo not drawn)
→ 1.2%	1.1	1.5%	10%	i	29	2%	0.2%	10%	-1%
- CCOC(=O)c1ccc(-n2[nH]c(-c3ccccc3)cc2=O)cc1
→ 0.3%	1.2	15%	8%	i	56	21%	-0.5%	6%	10%
- CCOC(=O)N1CCN(C(=O)c2c(-c3c(Cl)cccc3Cl)noc2C)CC1
→ 0.5%	x	0.3%	x	i	21	x	-0.7%	x	x
- O=C(Oc1ccccc1)N1CCN(c2ccc(F)cc2)CC1
→ 0.4%	1.1	2.1%	-12%	i	30	7%	-0.5%	-4%	0%
- CC(C)CSc1nc2ccccc2[nH]1
→ 0.3%	1.2	0.1%	-1%	i	9	7%	-0.2%	-7%	-2%
- Cc1cc(N(C)C)ccc1[N+](=O)[O-]
→ 1.8%[50 µM]	0.8	3.8%	29%	i	50	13%	-0.5%	-2%	2%
- S=C(NCCCc1ccccc1)Nc1ccccc1Cl
→ 0.8%	0.8	0.9%	2%	i	47	-1%	-0.7%	4%	-14%
